Compound activity: PubChem, several laboratories
BB579 growth dn: growth inhibitors of yeast BB579 in restrictive medium, primary screen, yeast lifespan-shortening project, S. cerevisiae. OD615, 48 h. inhibition, % at 10 µM. hit rate 0.51% among 140,000;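 active = inhibition above a set limit, 3 SD over the mean compound inhibition, cut at about 44% in these data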; also: inactives centre near -24
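Test system: DeaD yeast strain BB579 / Buffer or medium: restrictive glucose-based CSMM-D medium / Doses: single 10 µM dose / Schedule: 4 h cell preincubation, 48 h compound exposure, 30 °C humidified / Technique: culture absorbance at 615 nm / Controls: amphotericin B positive control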
Yeast lifespan up: compounds extending yeast replicative lifespan, primary screen, S. cerevisiae, OD615 | AID 775, 2007 | S. cerevisiae growth with nicotinamide; deaD strain in restrictive glucose medium | hit rate 0.68% among 130,000 | inhibition of the nicotinamide effect, % at 10 µM;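 active = inhibition above a set limit, placed 3 SD over the median of all compounds, cut at about 26% in these data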;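 also: 0% = nicotinamide-treated wells and 100% = cells grown without nicotinamide; some compounds called inactive have numbers as strong as hits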
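Material: Modified budding yeast, DeaD strain | Medium: Restrictive glucose medium | Probe or stimulus: 1.5 mM nicotinamide | Dosing: Single dose 10 µM compound, 0.25% DMSO | Times: 48 h at 30 °C | Technique: OD615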
Measles CPE: compounds protecting cells from measles virus cytopathic effect, primary screen, measles RdRp inhibitor project, single point, MLSMR library, absorbance. Measles virus-infected cells, CPE protection. protection (pct of control), % at 4 µM. hit rate 1.5% among 140,000. AID 841, 2007; in the data active = protection mostly above about 24%, no sharp cut-off; inactive = mostly below about 26%; also: some compounds called inactive have numbers as strong as hits
E-sel TNF inh: E-selectin induction blockers in HUVEC – imaging, immunofluorescence, high content, primary screen; AID 1246, 2008; hit rate 0.71% among 120,000; inhibition, % at 2 µM; HUVEC TNFa-induced E-selectin immunofluorescence;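 active = inhibition above the batch mean plus 3 SD, and confirmed as a hit on visual image review, cut at about 43% in these data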;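 also: 0% = TNF-stimulated DMSO wells and 100% = unstimulated control wells; not every result past the cut was called active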
GALR2 antag: GALR2 antagonists in receptor-expressing cells, primary screen; Galanin receptor type 2 (Homo sapiens), O43603; antagonist mode; inhibition, % at 4 µM; hit rate 0.39% among 140,000; AID 828, 2007; in the data active = inhibition above about 27%;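 also: cells stimulated with galanin 1-16 at roughly its EC80; 0% = agonist challenge control and 100% = basal control without agonist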
Target sequence (O43603 whole entry, looked up): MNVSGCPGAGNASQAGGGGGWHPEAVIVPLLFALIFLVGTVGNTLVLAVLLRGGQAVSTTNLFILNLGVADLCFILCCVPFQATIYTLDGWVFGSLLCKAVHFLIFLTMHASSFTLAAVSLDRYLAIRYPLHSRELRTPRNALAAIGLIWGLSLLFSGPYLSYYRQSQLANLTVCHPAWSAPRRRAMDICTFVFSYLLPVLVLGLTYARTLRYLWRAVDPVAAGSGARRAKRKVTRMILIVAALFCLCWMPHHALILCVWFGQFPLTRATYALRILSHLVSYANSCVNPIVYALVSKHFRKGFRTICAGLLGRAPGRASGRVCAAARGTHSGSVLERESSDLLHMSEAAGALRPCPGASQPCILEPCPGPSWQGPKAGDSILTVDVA
HCT116 PTEN-null: growth suppression of PTEN-null HCT116, primary screen, cell-based, CellTiter-Glo; HCT116 PTEN-null viability, 60 h; active compounds read low; viability, % at 10 µM; hit rate 1.2% among 140,000; AID 827, 2007;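 active = viability at or below a set limit, 4 SD under the median of all tested compounds, cut at about 3.7% in these data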;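 also: PTEN knockout HCT116 line with beta catenin targeted HCT116 as companion control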
Phagocyt inh: inhibitors of macrophage phagocytosis, primary screen, imaging, J774A.1 cells, IgG beads. J774A.1 macrophage IgG-bead phagocytosis. inhibition, % at 5 µM. hit rate 0.07% among 110,000;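 active = inhibition above the mean of the plate negative controls plus 5 SD, cut at about 13% in these data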;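 also: phagocytic index as fraction of beads internalized from green versus red external bead signal; plate controls were DMSO negative control for no effect and cytochalasin-D positive control for full effect; some results beyond the cut were filed as inactive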
bCat KO growth: primary screen for growth suppressors in beta-catenin knockout HCT116 cells (colon tumor, human); HCT116 beta-catenin knockout viability, CellTiter-Glo, 60 h; active compounds read low; viability, % at 10 µM; hit rate 1.5% among 140,000; AID 818, 2007;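 active = viability at or under a set limit, the compound median less 4 SD, cut at about 6% in these data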;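 also: 0% = Hyamine 1622 control at 20 µM and 100% = untreated cell control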
MRP1 act: H69AR viability gain despite doxorubicin, primary screen, MRP-1 activator project, H69AR cells, CellTiter-Glo. hit rate 0.61% among 140,000. viability rescue. AID 799, 2007. viability increase, % at 10 µM;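 active = viability gain under doxorubicin at or above a set limit, the compound median plus 3 SD, cut at about 4.7% in these data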;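 also: MRP-1 overexpressing cells given doxorubicin 25 µM after compound pretreatment; 18-22 h compound pretreatment then 72 h with doxorubicin before readout; 0% = doxorubicin-only wells and 100% = vehicle-treated cells without doxorubicin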
NPY Y2 blocker: NPY-Y2 receptor antagonists, primary screen, cell-based; Neuropeptide Y receptor type 2 (Homo sapiens), P49146; AID 793, 2007; inhibition, % at 2.7 µM; hit rate 0.99% among 140,000; NPY-Y2 expressing cells, antagonist mode; in the data active = inhibition above about 17%;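 also: 0% = vehicle with agonist challenge and 100% = reference antagonist with challenge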
Target sequence (P49146 whole entry, looked up): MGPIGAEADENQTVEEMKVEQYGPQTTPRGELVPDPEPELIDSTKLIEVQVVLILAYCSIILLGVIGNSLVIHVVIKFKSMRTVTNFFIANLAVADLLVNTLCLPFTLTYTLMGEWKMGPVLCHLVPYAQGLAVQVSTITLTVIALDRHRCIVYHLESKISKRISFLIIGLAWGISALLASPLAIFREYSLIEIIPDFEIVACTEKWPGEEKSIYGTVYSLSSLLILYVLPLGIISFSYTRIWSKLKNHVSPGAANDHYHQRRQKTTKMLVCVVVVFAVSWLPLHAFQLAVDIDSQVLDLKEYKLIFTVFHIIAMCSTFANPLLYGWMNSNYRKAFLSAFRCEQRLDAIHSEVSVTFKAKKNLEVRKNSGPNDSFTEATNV
* = called active by the depositor; . = not tested or not shown.

SMILES	BB579 growth dn	Yeast lifespan up	Measles CPE	E-sel TNF inh	GALR2 antag	HCT116 PTEN-null	Phagocyt inh	bCat KO growth	MRP1 act	NPY Y2 blocker
O=C(CCNS(=O)(=O)c1cccs1)N1CCCCCC1	-32	-15	7	-8	-9	99	.	104	-1.3	1
O=C1OC(c2ccccc2)=C/C1=C/N1CCOCC1	-11	.	30	3	-1	79	.	74	-1.6	-2
C/C(=N\NC(=O)C1CC1c1ccccc1)c1cccc([N+](=O)[O-])c1 (stereo unspecified)	-45	-30	6	-24	-9	70	0	86	-3.9	6
CC(C(=O)N1c2ccc(F)cc2CCC1C)N1C(=O)c2ccccc2C1=O (stereo unspecified)	-20	-8	5	0	-3	92	0	99	-1.4	1
COc1ccc(N2CCN(C(=O)CN=C3NS(=O)(=O)C(c4ccc(C)cc4)=C3C)CC2)cc1	-6	-1	1	-13	3	88	0	86	0.6	1
COc1ccc(C(=O)Nc2ccc(S(=O)(=O)Nc3onc(C)c3C)cc2)cc1	-38	-1	16	7	4	91	0	96	-0.1	1
Cc1cc(C)cc(NC(=O)C2(c3cccs3)CCOCC2)c1	2	2	16	.	-4	82	-4	79	-3.6	5
C/C(N)=C(/C#N)C(=O)CSc1nnc(COc2cc(C)ccc2C)o1	-40	-10	3	11	-5	58	.	52	-3.0	3
Cc1cc(C)c(S(=O)(=O)c2ccccc2)c(OC(=O)c2c(Cl)cccc2Cl)n1	-80	4	5	-23	1	103	-1	105	-0.7	4
CC(=O)Nc1ccccc1C(=O)N1CC2(C)CC1CC(C)(C)C2 (stereo unspecified)	-5	-2	3	-21	1	106	-1	99	0.6	2
CCOC(=O)Cn1c(=O)oc2cc(S(=O)(=O)NCCc3ccc(OCC)c(OCC)c3)ccc21	-19	-5	.	15	-4	93	-3	90	-0.8	0
Cc1nc([N+](=O)[O-])nn1C12CC3CC(CC(Br)(C3)C1)C2	1	1	5	-23	1	82	2	80	-3.4	2
COc1ccc(-c2nn(C)c(=O)c3ccccc23)cc1NC(=O)COc1ccc(C)cc1	-17	-25	4	15	6	59	.	57	0.8	2
O=C(N/C(=C/c1cn(-c2ccccc2)nc1-c1ccccc1)C(=O)N1CCOCC1)c1ccccc1	-33	0	2	1	-13	70	-6	72	-2.1	0
O=C(CNC(=O)c1ccco1)OCc1ccc(Cl)cc1	-28	-14	4	-8	-3	105	.	90	-0.5	-1
O=c1[nH]c(=O)n(Cc2ccco2)c2c1C(C(F)(F)F)(C(F)(F)F)N=C(CCC1CCCCC1)N2	-44	-5	14	7	2	49	.	44	-3.1	8
Cc1nc2sc(C(c3cccs3)N3CCC(C(N)=O)CC3)c(O)n2n1 (stereo unspecified)	-13	-1	1	.	-8	103	1	94	-0.5	0
CCN(c1ccc(NC(=O)CCNC(=O)c2ccco2)cc1)C(C)C	-20	1	2	.	2	99	13	95	-0.5	1
COc1ccccc1CNS(=O)(=O)c1ccc(C)cc1	-19	-2	3	7	-4	92	0	94	-1.2	-1
CCN1C(=O)CC(Sc2ccccc2N)C1=O (stereo unspecified)	-60	-8	13	19	-8	100	8	90	-1.7	4
CCc1c(C)sc(NC(=O)OC)c1C(N)=O	-27	-12	4	-28	0	101	-4	98	0.0	0
CN1CCN(c2ccc(S(=O)(=O)N3CCCCC3)cc2NC(=O)c2ccc(C#N)cc2)CC1	-8	2	18	.	-15	88	-5	88	-4.3	0
COc1ccc(C(=O)NC(=S)NCc2ccc(-c3nc4ccccc4o3)cc2)cc1OC	-20	-26	3	8	-18	81	-2	76	-4.1	3
CCOc1ccccc1NC(=O)COC(=O)CNS(=O)(=O)c1ccc(C)cc1	-18	-6	15	10	-12	99	-11	83	-1.3	1
CN1CCN(CC(=O)N2c3ccccc3C(C)(c3ccc(Cl)cc3)CC2(C)C)CC1 (stereo unspecified)	-45	-3	7	5	0	76	0	72	-2.6	5

Following part.
SMILES	BB579 growth dn	Yeast lifespan up	Measles CPE	E-sel TNF inh	GALR2 antag	HCT116 PTEN-null	Phagocyt inh	bCat KO growth	MRP1 act	NPY Y2 blocker
CCOc1ccc(C(=O)NC(=S)NCc2cccnc2)cc1[N+](=O)[O-]	-23	11	6	10	0	86	-4	84	-1.3	2
CC(NC(=O)CC1Nc2ccccc2NC1=O)c1ccccc1 (stereo unspecified)	-31	-7	13	-6	7	97	1	105	-0.6	10
COCCOc1cc(-n2ccnc2SC)c(Cl)cc1Cl	-32	-1	19	17	4	82	0	76	-1.3	6
Cc1ccc(-c2cc(C(=O)N3CCCc4ccccc43)c3ccccc3n2)cc1	-30	-8	5	4	-2	63	.	59	-3.5	6
COc1ccc(OC)c(NC(=O)CN2C(=O)C3(OCCCO3)c3ccccc32)c1	-25	-8	2	.	18	90	-2	83	-4.8	4
NC(=O)c1c(NC(=O)C2CCCO2)sc2c1CCCC2 (stereo unspecified)	18	-8	12	.	18	111	-7	94	0.8	3
COc1ccc(C2=NOC(C(=O)NCCCN3CCOCC3)C2)cc1 (stereo unspecified)	-4	-3	12	6	-1	99	1	97	-0.7	2
COC(=O)c1nc(NC(C)=O)n[nH]1	-46	-11	4	20	10	99	0	99	0.4	-1
CCOc1ccc(-c2nnn(CC(=O)NCc3ccco3)n2)cc1OCC	-32	.	40	-36	14	95	.	93	-1.1	2
CC1CC(C)CN(c2oc(Cc3ccccc3)nc2C#N)C1 (stereo unspecified)	-28	-4	6	3	-1	80	-2	85	1.2	10
C=CCn1c(Cn2nnc3ccccc32)nnc1SCC(=O)N/N=C/c1cc(Br)cc(OC)c1O	-41	0	16	39	13	94	.	93	3.6	-2
O=c1[nH]c(SCC2CCCCO2)nc2ccccc12 (stereo unspecified)	-62	-14	.	-18	2	95	.	98	-0.1	4
Cn1c(=O)cc(NCCc2ccccc2)[nH]c1=O	-28	-9	16	-19	4	102	2	86	-3.7	1
CCCCN(CCCC)CCCNC(=O)C12CN(Cc3ccccc3)CC1C(c1cccc([N+](=O)[O-])c1)=NO2 (stereo unspecified)	-7	-11	14	.	7	103	1	99	-2.0	4
COC(=O)Cn1c2ccccc2c2nc(C)sc21	49*	-13	3	-8	-9	101	-2	101	-0.3	3
COc1ccc(/C=N/NC(=O)c2cc(C)on2)c2ccccc12	-12	-14	18	-17	2	96	.	94	-1.0	-1
CCC(NC(=O)NCc1cccnc1)(C(F)(F)F)C(F)(F)F	-30	1	31	10	0	91	1	90	-0.4	0
O=C(NC1c2ccccc2-c2ccccc21)c1ccco1	-77	-3	8	.	1	92	0	83	0.8	3
CC(=O)c1c(C(C)=O)c(C)n(-c2nc(-c3ccccc3)c(C)s2)c1C	-23	-9	3	-16	-10	104	.	83	-1.0	1
CCOC(=O)C1=C(C)NC2=C(C(=O)CC(c3cccs3)C2)C1c1cccs1 (stereo unspecified)	-23	.	8	-19	-4	18	.	18	-6.0	7
COc1cc(OC)cc(C(=O)Oc2ccc(/C=N/Nc3nc4ccccc4s3)cc2OC)c1	-48	-2	15	.	18	79	.	71	-3.5	1
CCOC(=O)c1c(NC(=O)C2CC2)sc(C)c1CC	-46	-5	8	.	13	96	0	97	-2.1	6
CCc1ccc(NC(=O)C2CC(=O)N(C(C)C)C2)cc1 (stereo unspecified)	-31	-1	5	-24	-8	103	-1	108	-2.5	1
C=C(Br)Cn1c(CCCC)nc2ccccc21	-12	-10	16	-3	-5	86	0	91	0.8	12
COP(C)(=O)c1c(C)nn(-c2ccccc2)c1C (stereo unspecified)	-40	-1	9	-4	-8	116	-1	95	-0.2	-1

Full records as entered above. Values in the order: BB579 growth dn	Yeast lifespan up	Measles CPE	E-sel TNF inh	GALR2 antag	HCT116 PTEN-null	Phagocyt inh	bCat KO growth	MRP1 act	NPY Y2 blocker
COc1ccc(OC)c(NC(=O)CN2C(=O)C3(OCCCO3)c3ccccc32)c1 reads -25	-8	2	.	18	90	-2	83	-4.8	4
COC(=O)c1nc(NC(C)=O)n[nH]1 reads -46	-11	4	20	10	99	0	99	0.4	-1

Additional structures
SMILES	BB579 growth dn	Yeast lifespan up	Measles CPE	E-sel TNF inh	GALR2 antag	HCT116 PTEN-null	Phagocyt inh	bCat KO growth	MRP1 act	NPY Y2 blocker
COc1ccc(-c2[nH]ncc2/C=N/NC(=O)c2ccc(Br)cc2)c(OC)c1	10	1	7	.	-1	91	.	84	-1.3	5
Cc1ccc(NC(=O)NC2CCN(S(=O)(=O)c3ccc(F)cc3)CC2)cc1	-9	.	10	1	3	100	.	94	-0.9	0
CCSc1nc2c(c(=O)[nH]1)C(c1ccccn1)C1=C(CC(C)(C)CC1=O)N2 (stereo unspecified)	-24	-8	26	.	3	86	.	96	-1.9	3
CCC(=O)N1CCc2cc(S(=O)(=O)N(CC)c3cccc(C)c3)ccc21	-67	1	4	5	-19	86	-2	65	-1.4	5
CCNc1nc(NCC)nc(N(n2cnnc2)S(=O)(=O)c2ccc(C)cc2)n1	11	10	14	.	-9	97	-7	91	-2.5	-1
OC(COc1ccc2cc(Br)ccc2c1)CN1CCOCC1 (stereo unspecified)	-6	.	5	-20	6	92	.	84	-1.4	-1
COc1ccc(-c2nnnn2CCc2ccccc2)cc1	-34	-16	22	0	-9	90	-1	87	-2.8	3
CCn1c(=O)n(CC)c2cc(S(=O)(=O)Nc3cc(C)cc(C)c3C#N)ccc21	-17	-5	4	15	-10	99	-3	56	-4.1	3
CC1=C(C(=O)OCCNC(=O)c2ccccc2O)C(c2ccccc2[N+](=O)[O-])C(C(=O)OCC2CCCO2)=C(C)N1 (stereo unspecified)	-64	0	5	-2	-12	60	-3	63	-2.3	-1
Cc1nonc1NC(=O)OCCN1CCOC1=O	-3	1	3	.	-4	90	.	92	1.2	1
CC1CCCCN1CCNC(=O)Cn1nc(-c2ccccc2)ccc1=O (stereo unspecified)	15	-11	18	-4	-1	102	-2	89	-1.4	1
COc1ccc(NC(=O)CN2CCCCC2)cc1	4	-16	3	4	-2	82	.	91	-1.4	1
O=C(NC(=S)NNC(=O)c1cccs1)c1ccc(Br)o1	4	14	6	13	-3	75	-1	59	-3.1	2
COc1ccc(Br)cc1C(=O)Nc1cccc(NC(=O)c2ccco2)c1	-17	-8	8	0	10	92	-1	89	-2.7	-2
CC(=O)c1cccc(NC(=O)CN(c2ccc(F)cc2)S(C)(=O)=O)c1	-36	-10	27	-14	6	101	0	123	-1.5	-1
Cc1ccc2c(c1)CCCN2C(=O)c1cc2ccccc2oc1=O	-13	-12	2	6	-6	99	-1	105	1.3	2
Cc1ccc(-c2nc3s/c(=C\c4ccco4)c(=O)n3n2)cc1	-10	-8	9	.	-20	89	1	92	-3.1	4
O=C(Nc1ccccc1)N(Cc1ccc2c(c1)OCO2)Cc1nc2ccccc2c(=O)[nH]1	-14	-12	8	.	-1	91	-3	107	-2.2	1
